CAL PDZ FP-1 = inhibitors of human CAL PDZ peptide binding; inhibition, % at 24.9 µM; Q9HD26; AID 602252; 0.92% of 300,000 active; purified CAL PDZ, TMR-peptide fluorescence polarization, 1 h;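 active means mean inhibition of at least 30% with at least half of replicates also reaching 30%; inconclusive means no clear call, values can overlap the other calls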;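 further: 0% = DMSO neutral control and 100% = excess unlabeled competitor peptide PRC23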
E coli growth = reduces bacterial viability in AddAB counter-screen; AID 449728; E. coli V3065 growth, OD600 absorbance, 18 h; inhibition, % at 11.9 µM; 0.27% of 330,000 active;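 active means inhibition above the campaign's mean inhibition across all tested compounds plus 3 SD, cut at about 9.9% in these data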;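 further: uninfected addAB+ strain grown without phage in ampicillin broth; 0% = DMSO wells and 100% = ciprofloxacin 0.95 µg/ml wells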
SR-BI DiI-HDL act = activators of SR-BI mediated HDL lipid uptake; CHO ldlA[mSR-BI] cells, DiI-HDL uptake fluorescence, 3 h; 100 = double the neutral-control signal; activation, % at 12.5 µM; 0.096% of 320,000 active; AID 504775;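 active means mean replicate activation of at least 60% and every replicate at or above 60%; inconclusive means mean or all-replicate condition met, but not both; inactive means mean below 60% and not all replicates reaching 60%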;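 further: 0% = median plate neutral-control signal and 100% = twice that signal; values of inactives mirror those of a sister screen read the other way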
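Test system: SR-BI-overexpressing, LDLR-lacking CHO cells. Measured by: DiI fluorescence, bottom read. Medium: Ham's F12 with 0.5% BSA, HEPES 25 mM, pH 7.4. Timing: 3 h uptake period with compound, 37 °C.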
Wnt bcat act = activators of Wnt/beta-catenin signaling; 1.2% of 300,000 active; activation, % at 9.35 µM; Wnt/beta-catenin reporter cell assay, activator, plate reader; in the data active means activation above about 30%, passing the limit was not always enough; inconclusive means no clear call, values can overlap the other calls;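 further: 0% = neutral control wells and 100% = positive control wells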
AddAB inh = less growth of phage-infected E. coli with AddAB; inhibition, % at 11.9 µM; E. coli expressing H. pylori AddAB, absorbance growth; 0.29% of 330,000 active; AID 435030; in the data active means inhibition above about 12%;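 further: 0% = vehicle wells of infected cells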
SR-BI DiI inh = inhibitors of mouse SR-BI mediated HDL lipid uptake; Q61009; ldlA[mSR-BI] CHO cells, DiI-HDL uptake fluorescence, 3 h; inhibition, % at 12.5 µM; 0.96% of 320,000 active;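 active means mean replicate inhibition of at least 70% and a set share of replicates each scoring 70 or more; inconclusive means meets just one of the two criteria; inactive means fails both criteria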;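 further: 0% = median of neutral control wells and 100% = median of positive control wells; values of inactives mirror those of a sister screen read the other way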
Target sequence (Q61009 whole entry, looked up): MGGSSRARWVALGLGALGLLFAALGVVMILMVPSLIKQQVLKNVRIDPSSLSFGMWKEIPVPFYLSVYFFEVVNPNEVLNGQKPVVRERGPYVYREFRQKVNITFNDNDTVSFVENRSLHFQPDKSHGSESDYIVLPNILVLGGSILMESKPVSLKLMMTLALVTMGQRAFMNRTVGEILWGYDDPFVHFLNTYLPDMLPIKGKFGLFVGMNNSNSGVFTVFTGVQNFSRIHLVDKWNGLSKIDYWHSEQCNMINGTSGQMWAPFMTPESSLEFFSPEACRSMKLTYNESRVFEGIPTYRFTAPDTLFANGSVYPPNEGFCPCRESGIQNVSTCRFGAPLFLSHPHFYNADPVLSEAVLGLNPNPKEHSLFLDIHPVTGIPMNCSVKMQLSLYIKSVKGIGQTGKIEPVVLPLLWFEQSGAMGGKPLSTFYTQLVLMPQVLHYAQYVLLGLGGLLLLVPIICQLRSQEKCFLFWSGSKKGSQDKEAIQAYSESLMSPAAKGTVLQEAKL
CAL PDZ FP-2 = blocks peptide binding to human CAL PDZ domain | Q9HD26 | purified CAL PDZ, TMR-peptide fluorescence polarization, 1 h | inhibition, % at 20 µM | 0.02% of 330,000 active | AID 504414;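 active means highest replicate inhibition of at least 40%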;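 further: plate controls were DMSO neutral control wells for no effect and unlabeled competitor peptide control wells for full effect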
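System: purified tagged CAL PDZ domain construct (CerCALP). Schedule: 1 h incubation at room temperature before polarization reading. Medium: 25 mM sodium phosphate pH 7.4, 150 mM NaCl, TCEP, IgG, Thesit. Read-out: percent inhibition from loss of millipolarization. Measured by: FP readout, S and P plane fluorescence. Probe or stimulus: fluorescent TMR peptide probe.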
phage Ecoli inh = E. coli growth loss with phage present | growth absorbance | inhibition, % at 11.9 µM | AID 651602 | 0.26% of 360,000 active; in the data active means inhibition above about 11%
MITF TRPM1 HTS = increases MITF-driven TRPM1 promoter luciferase signal; SK-MEL-5 TRPM1-promoter luciferase, 24 h; % of positive control, neutral wells = 0; activation, % at 12.5 µM; 0.75% of 300,000 active;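 active means mean activation of at least 80% with every replicate also reaching 80%; inconclusive means mean reaches 80% but some replicate falls short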;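 further: 0% = neutral control wells and 100% = parthenolide positive control wells; values of inactives mirror those of a sister screen read the other way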
Tat transport = inhibitors of E. coli Tat protein transport | inhibition, % at 10 µM | AID 488895 | E. coli MC4100 TorA-mCherry Tat export, fluorescence | 0.036% of 340,000 active;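 active means mean replicate inhibition at least 50% and at least half of replicates individually reaching 50%; inconclusive means only one of the two criteria met; inactive means neither criterion met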;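 further: exported cargo escapes ClpAP degradation while cytoplasmic cargo is degraded and loses fluorescence; 0% = median of neutral control wells and 100% = median of NaSCN control wells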
Starred values were filed as active, the others as inactive; ? = inconclusive; . = no result given.

molecule,CAL PDZ FP-1,E coli growth,SR-BI DiI-HDL act,Wnt bcat act,AddAB inh,SR-BI DiI inh,CAL PDZ FP-2,phage Ecoli inh,MITF TRPM1 HTS,Tat transport
O=C(Nc1ccccn1)c1cc(-c2cccnc2)nc2ccc(Br)cc12,-2,2.0,-19,-5,1.9,19,-0.7,1.4,-62,1
O=C(C[n+]1ccc(C(=O)N/N=C/c2ccc(Br)cc2)cc1)c1ccccc1,-1,-1.4,.,12,-0.5,.,-0.8,-0.1,5,3
CSc1nc(N)c2c(n1)N(C)C=NS2(=O)=O,-1,.,-13,0,.,13,0.1,3.6,-2,4
O=C(Cc1ccc(S(=O)(=O)N2CCOCC2)s1)Nc1ccc(N2CCOCC2)cc1,.,-1.9,3,0,3.0,-3,-0.6,0.6,4,4
CC(C)(C)c1cc(C(=O)NNc2ccc(OC(F)(F)F)cc2)n(Cc2ccccc2)n1,0,-0.7,-1,1,-1.6,1,0.3,2.0,.,7
S=C(NCc1cccnc1)Nc1ccc(Cl)cc1,-6,5.7,8,3,7.8,-8,-0.2,6.9,-8,-16
Cc1nc(C)c(C(=O)C2=C(O)C(=O)N(CCN(C)C)C2c2cccs2)s1 (centres undefined),-3,-2.1,29,.,2.0,-29,-0.8,-2.2,17,-2
COc1ccc(Br)cc1/C=C/C(=O)NCC(=O)O,-5,-0.1,20,1,1.2,-20,-1.0,2.5,-14,4
Cc1ccc(CCNC(=O)NC(C)(C)C)cc1,.,-3.3,16,.,-1.1,-16,0.9,1.9,58,2
CC(=O)c1c(C)oc2ccc(NS(=O)(=O)c3ccc(F)cc3C)cc12,1,-2.8,.,0,-0.4,.,-1.4,1.0,-2,-5
Cc1cc(CN2CCCC(C(=O)Nc3ccc(-c4nc5ccccc5[nH]4)cc3)C2)n[nH]1 (centres undefined),.,-0.8,-23,15,1.3,23,-5.0,0.0,37,1
CCOc1ccc(Cn2nnc(C(=O)NCCc3ccccc3)c2N)cc1,.,0.7,-44,-1,4.0,44,-1.0,3.5,28,-5
NC(=O)c1ccc(N2CCCCCC2)c([N+](=O)[O-])c1,0,-2.2,-27,-2,2.0,27,-2.0,2.5,-2,-2
Cc1nnc(N2CCOCC2)c2ccccc12,-3,-4.4,11,.,1.7,-11,.,0.5,-2,22
COCCn1nnnc1C(c1cc2ccc(C)cc2[nH]c1=O)N(Cc1ccco1)Cc1cccs1 (centres undefined),-1,0.3,27,.,2.0,-27,-1.6,-0.1,4,4
CCN(C(=O)CSc1nnc2ccccn12)c1c(N)n(Cc2ccccc2)c(=O)[nH]c1=O,-1,0.6,17,-1,0.9,-17,-0.3,4.8,-6,0
O=C1OCc2nc3cc4c(cc3c(-c3ccc(F)cc3)c21)OCO4,-5,-1.6,0,-1,-2.0,0,-1.0,0.4,.,-12
CN(C(=O)CSc1nc2ccccc2c(=O)n1-c1ccc(F)cc1F)C1CCS(=O)(=O)C1 (centres undefined),-4,1.1,-9,-19,-0.1,9,-2.9,0.3,-12,-11
COc1ccccc1C(=O)Nc1ccc2[nH]ncc2c1,-6,.,-18,5,.,18,-2.0,2.1,.,-7
O=C(CSc1nc2ccccc2n1CC(=O)N1CCCC1)NCc1ccc2c(c1)OCO2,-2,-0.4,27,-7,0.5,-27,-2.1,1.4,-8,-1

Three structures out of the list, ordered by length of the SMILES, ascending.
molecule,CAL PDZ FP-1,E coli growth,SR-BI DiI-HDL act,Wnt bcat act,AddAB inh,SR-BI DiI inh,CAL PDZ FP-2,phage Ecoli inh,MITF TRPM1 HTS,Tat transport
NC(=O)c1ccc(N2CCCCCC2)c([N+](=O)[O-])c1,0,-2.2,-27,-2,2.0,27,-2.0,2.5,-2,-2
CCOc1ccc(Cn2nnc(C(=O)NCCc3ccccc3)c2N)cc1,.,0.7,-44,-1,4.0,44,-1.0,3.5,28,-5
O=C1OCc2nc3cc4c(cc3c(-c3ccc(F)cc3)c21)OCO4,-5,-1.6,0,-1,-2.0,0,-1.0,0.4,.,-12

Carrying on:
molecule,CAL PDZ FP-1,E coli growth,SR-BI DiI-HDL act,Wnt bcat act,AddAB inh,SR-BI DiI inh,CAL PDZ FP-2,phage Ecoli inh,MITF TRPM1 HTS,Tat transport
CCCCNC(=O)/C(=C/c1ccccc1)NC(C)=O,6,0.7,20,0,0.8,-20,0.0,3.4,2,0
COc1ccc(CN(C(=O)c2cccs2)c2ccccc2C(=O)O)cc1,-8,1.2,6,-1,2.7,-6,0.7,1.7,11,-10
Cc1cccc(NC(=O)CNC(=O)COC(=O)c2ccco2)c1C,1,1.6,9,-3,2.0,-9,-0.8,-2.0,6,4
COc1cc(OC)cc(C(=O)Nc2nc(-c3ccccc3)c(-c3ccccc3)o2)c1,-3,-6.0,-74,-10,-3.2,?,-1.6,2.6,-13,1
Cn1c(COc2ccccc2Br)nc2ccccc21,-2,-3.0,-8,5,-0.5,8,-0.4,2.0,.,17
COC(=O)CCCCCCCCC(O)CN(C)C (centres undefined),-1,-3.4,-3,3,-0.3,3,-3.1,1.8,4,-2
CCOc1ccc(NS(=O)(=O)c2ccc(OCC(=O)NCCCOC)cc2)cc1,0,0.2,3,.,1.4,-3,-1.8,-1.3,-4,-15
O=C(COC(=O)c1ccccc1SCC(=O)NC1CCS(=O)(=O)C1)NC1CCS(=O)(=O)C1 (centres undefined),0,-1.6,20,.,-1.2,-20,-2.2,4.0,-6,-8
CC(=O)N1C[C@H]2CON(C)[C@H]2C[C@H]1c1ccccc1Br,-5,.,11,-2,.,-11,1.0,4.4,1,2
CCOC(=O)c1c(-c2ccc(C)cc2)csc1NC(=O)C1CCCO1 (centres undefined),-4,-1.6,9,-7,-4.8,-9,-1.0,1.5,0,18
O=C(NC1CCCCC1)c1cc(Cl)ccc1[N+](=O)[O-],-2,-0.8,-2,.,3.5,2,-1.3,-0.7,-8,2
Nn1c(=S)[nH]nc(Cc2ccc(O)cc2)c1=O,-4,-0.9,11,-2,-0.9,-11,0.4,4.1,-3,-6
CCN1CCN(C(c2ccccc2)c2sc3nc(C)nn3c2O)CC1 (centres undefined),.,-2.3,27,-9,1.3,-27,0.1,3.6,.,-5
O=C(CSCc1ccccc1)NC1CCSC1=O (centres undefined),-1,-4.5,0,.,-2.5,0,-0.6,1.3,16,14
O=C1c2ccccc2C(=O)N1Cc1nc2ccccc2o1,0,-0.2,12,.,-0.1,-12,-2.2,-1.2,-11,-7
COc1ccc(S(N)(=O)=O)cc1C(=O)NCC1(N2CCCCC2)CCCCC1,-3,-0.6,15,-10,-0.6,-15,0.2,1.1,.,-6
Cc1ccc(CSc2nc3ccncc3[nH]2)cc1,2,4.5,38,4,0.0,-38,-0.4,2.0,-5,3
Cc1ccc(S(=O)(=O)N2CCCCC2)cc1NC(=O)CCN1C(=O)C2CC=CCC2C1=O (centres undefined),-2,-1.6,6,2,2.5,-6,-2.0,1.1,3,3
CN(CC1CCCO1)S(=O)(=O)c1ccc(C(=O)Nc2ccccc2F)cc1 (centres undefined),-2,-0.3,-6,8,-0.1,6,-1.7,2.6,6,2
COc1ccccc1OCC(=O)Nc1ccc2c(c1)n(C)c(=O)n2C,9,1.4,-9,0,1.0,9,-1.3,0.6,-7,0
COc1ccccc1N1CCN(C(c2ccc(C)cc2)c2nnnn2C(C)C)CC1 (centres undefined),0,-0.3,-36,.,2.1,36,-1.3,1.8,3,1
COc1ccc(CN2CCC(=O)N([C@H](CO)c3ccccc3)CC2)cc1OC,0,1.5,33,-1,2.9,-33,-0.4,1.8,-5,1
CC(SC(=S)N1CCCC1)C(=O)O (centres undefined),0,-1.6,6,2,1.3,-6,0.1,4.5,15,-3
COCCCNc1nc2nonc2nc1N1CCC(C(C)N2CCOCC2)CC1 (centres undefined),-1,0.0,-14,1,-0.8,14,0.6,3.4,-2,-11
CCOC(=O)C1CCN(Cc2ccc(F)cc2F)CC1,-13,-1.5,-12,-1,5.2,12,-1.3,-0.7,-6,6
COc1cc(NC(=O)c2cccs2)ccc1NC(=O)c1ccco1,-7,2.3,-40,59*,-1.0,40,0.2,0.5,92*,9
Cc1sc(N2C(=O)C3C(C2=O)[C@H]2C=C[C@@H]3C2)c(C#N)c1C (some centres undefined),1,-0.5,4,3,3.8,-4,-1.7,-2.2,-6,-6
CSCC[C@H](NC(=O)c1cccc([N+](=O)[O-])c1C)c1nc2ccccc2[nH]1,0,-0.2,-7,5,-0.9,7,-0.4,1.0,2,5
Cc1ccc(-n2c(C)cc(=O)cc2C)c(C)c1,-4,-1.0,14,-1,1.4,-14,0.8,1.7,3,-16
CCc1n[nH]c(=S)n1N=C1CCC(C)CC1 (centres undefined),1,1.1,13,.,1.8,-13,-1.4,2.2,12,-14
Cc1ccc(N2CN=C3SCC(=O)N3C2)cc1C,-1,-1.1,4,5,0.7,-4,-1.8,3.3,-9,-5
CC(C)CN1C(=S)SC(C)(C)C1n1oc(=O)n(-c2ccc(Cl)cc2)c1=O (centres undefined),-4,-1.4,-17,.,1.8,17,-0.8,.,9,-5
c1ccc(Cn2ncc3ccccc32)cc1,0,0.5,8,-1,-1.3,-8,-1.3,1.6,29,-5
O=C(/C=C/c1cccc(Br)c1)c1ccc2c(c1)OCO2,-1,4.1,13,2,5.8,-13,-2.5,5.6,29,0
COc1ccc(N2CC(C(=O)Nc3nnc(SCCC4OCCO4)s3)CC2=O)cc1 (centres undefined),-2,-3.3,29,-4,-1.2,-29,-0.7,1.8,1,-1
Cc1ccccc1CN(C)C(=O)COC(=O)CSc1ccc([N+](=O)[O-])cc1,0,2.9,30,-2,2.9,-30,0.0,2.6,8,1
COc1cc(OC)c(C(=O)OCC(=O)N(Cc2ccccc2)C(C)(C)C)cc1OC,1,-1.8,-25,-1,-0.5,25,-0.2,1.2,4,1
COc1ccc(N2C(=O)CCC(C(=O)N(C)C3CCCCC3)C2c2ccc(OC)c(OC)c2)cc1 (centres undefined),.,-0.3,.,0,2.3,.,.,3.6,.,.
Cc1cc(N2CCCC2=O)c(N)cc1N,-3,-0.3,27,.,1.1,-27,-2.7,1.7,9,-13
CCCc1cc(=O)oc2cc(C)cc(OC(C)C(=O)N[C@@H](Cc3c[nH]c4ccccc34)C(=O)O)c12 (some centres undefined),2,-1.3,22,.,1.7,-22,-0.4,.,-5,-3
CCc1cccc(CC)c1NC(=O)Cn1c(-c2ccccc2Cl)nc2ccccc21,-5,2.0,26,-2,0.3,-26,-1.8,4.2,13,2
CC(=O)c1cccc(NC(=O)N2CCCCCC2)c1,-1,1.5,-5,2,3.7,5,-1.9,2.4,10,-1
O=CN/N=C/c1c(O)ccc2ccccc12,-2,-5.9,.,-6,-3.9,.,-0.5,1.5,-34,-3
